High-throughput results deposited in PubChem by several laboratories.
Bim-Mcl-1 – inhibitors of Bim-Mcl-1 interaction, human | inhibition, % at 10 µM | 190,000 compounds, 0.1% hits | Bead-based flow cytometry, Bim peptide-Mcl-1 binding | Q07820; in the data active means inhibition above about 40%;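 further: 0% = no compound tracer wells and 100% = peptide blocker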
Target sequence (Q07820 whole entry, looked up): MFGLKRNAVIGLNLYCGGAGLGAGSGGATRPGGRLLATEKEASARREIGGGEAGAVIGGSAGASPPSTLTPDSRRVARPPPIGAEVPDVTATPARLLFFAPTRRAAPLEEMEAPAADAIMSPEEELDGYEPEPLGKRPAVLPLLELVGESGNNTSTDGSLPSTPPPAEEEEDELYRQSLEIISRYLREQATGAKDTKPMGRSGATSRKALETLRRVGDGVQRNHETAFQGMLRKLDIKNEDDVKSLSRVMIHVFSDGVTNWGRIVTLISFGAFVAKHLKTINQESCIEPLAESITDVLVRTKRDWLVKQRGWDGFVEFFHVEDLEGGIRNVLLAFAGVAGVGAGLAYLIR
Mcl1-Noxa inh – disrupts binding of human Mcl-1 to Noxa peptide; 220,000 compounds, 1.5% hits; inhibition, % at 21.7 µM; TR-FRET Mcl-1/Noxa peptide binding, 2 h; Q07820; AID 1022;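 active means compounds that cut the protein-peptide binding signal by more than 50% relative to plate controls in a single-dose test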;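 further: His-tagged Mcl-1 with rhodamine Noxa BH3 peptide and terbium anti-His antibody; 0% = Mcl-1 plus Noxa peptide wells and 100% = peptide-only wells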
RGS4-Gao reg – modulates binding of RGS4 to human Galphao; Multiplexed bead flow cytometry; actives lie on both sides; binding response (% of control), % at 10 µM; P09471; 220,000 compounds, 0.33% hits; in the data active means binding response below about 49% or above about 150%; inactive means in between;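 further: fluorescent Galphao activated with aluminum fluoride binding bead-coupled RGS4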
Target sequence (P09471 whole entry, looked up): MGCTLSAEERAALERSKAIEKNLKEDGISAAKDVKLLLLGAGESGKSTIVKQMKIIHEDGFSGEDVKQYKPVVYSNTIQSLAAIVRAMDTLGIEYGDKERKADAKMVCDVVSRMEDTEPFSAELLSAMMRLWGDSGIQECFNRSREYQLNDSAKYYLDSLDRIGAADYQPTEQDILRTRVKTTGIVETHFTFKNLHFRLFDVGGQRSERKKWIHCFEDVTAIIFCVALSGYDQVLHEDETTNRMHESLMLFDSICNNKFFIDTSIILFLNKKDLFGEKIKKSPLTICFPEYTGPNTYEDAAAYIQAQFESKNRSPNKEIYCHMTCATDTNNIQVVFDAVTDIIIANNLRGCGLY
ABCB1 block – inhibitors of human ABCB1 transporter, ABCG2 counter-screen; P08183; CCRF-Adr cells, JC-1 efflux, flow cytometry; inhibition, % at 6.6 µM; 190,000 compounds, 0.067% hits; AID 1326; in the data active means inhibition above about 40%;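 further: 0% = vehicle and 100% = reference inhibitor; higher value means more JC-1 retained so stronger ABCB1 efflux block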
RGS7-Gao reg – human RGS7-Galphao interaction regulation; Multiplexed bead flow cytometry, RGS7-Galphao binding; actives lie on both sides; 220,000 compounds, 0.35% hits; binding response (% of control), % at 10 µM; in the data active means binding response below about 49% or above about 150%; inconclusive means no clear call, values can overlap the other calls; inactive means in between;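 further: fluorescent Galphao held in activated GDP-AlF4 state binding bead-coupled RGS7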
RGS8-Gao reg – modulates binding of RGS8 to human Galphao | P09471 | multiplexed bead flow cytometry; actives lie on both sides | response (percent of control binding), % at 10 µM | 220,000 compounds, 0.34% hits | AID 1423; in the data active means response below about 60% or above about 140%; inactive means in between;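 further: Galphao activated as the GDP aluminium fluoride complex binding bead-coupled RGS8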
Mcl1 Bid PPI – Mcl-1/Bid interaction inhibition | AID 1021 | 220,000 compounds, 0.97% hits | Q07820 | inhibition, % at 21.7 µM | TR-FRET Mcl-1/Bid-Dy647 peptide binding, 1536-well;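 active means compounds that cut the binding signal by more than half at the single screening dose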;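 further: His-tagged Mcl-1 with europium anti-His antibody binding Bid BH3 peptide; 0% = Mcl-1 plus peptide wells and 100% = peptide-only wells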
Avidin bead fluor – avidin bead compound fluorescence profile; Avidin beads, compound fluorescence 488/530 nm, flow cytometry; stronger effect = higher value; fluorescence (KMESF) at 10 µM; 220,000 compounds, 0.38% hits; in the data active means fluorescence above about 47; further: inactives centre near 10
Pf gametocyte – inhibitors of late stage P. falciparum gametocyte viability; inhibition, % at 10.9 µM; 150,000 compounds, 0.065% hits; P. falciparum stage V gametocytes, ATP luminescence, 24 h;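 active means inhibition above the mean plus 3 SD of compounds within the control limits, set per campaign, cut at about 38% in these data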;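 further: 0% = DMSO wells and 100% = medium only without gametocytes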
ABCG2 block – blocks JC-1 efflux by human ABCG2 transporter; Q9UNQ0; IgMXP3 cells, flow cytometry; inhibition, % at 6.6 µM; 190,000 compounds, 0.1% hits;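 active means inhibition above 80%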;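 further: 0% = DMSO and 100% = nicardipine control wells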
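System: two drug-resistant human cell lines, ABCG2 and ABCB1; controls: nicardipine high and DMSO low controls; times: 10 min exposure at 25 °C with rotation, no wash; detection: flow cytometry of retained JC-1 fluorescence; read-out basis: percent efflux inhibition, scaled nicardipine 100% to DMSO 0%; doses: one concentration, 6.6 µM final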
GSH fluor – GSH bead compound fluorescence profile; GSH beads flow cytometry, compound fluorescence 488/530 nm; stronger effect = higher value; AID 1776; fluorescence (KMESF) at 10 µM; 190,000 compounds, 0.25% hits; in the data active means fluorescence above about 89;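 further: glutathione beads carrying GST-tagged Bcl family fusion proteins plus one bare bead set; values are compound well signal with DMSO vehicle wells as background; inactives centre near 16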
* marks the source's active call; other numbers are inactive results; ? = inconclusive; · = not tested or not shown.

SMILES	Bim-Mcl-1	Mcl1-Noxa inh	RGS4-Gao reg	ABCB1 block	RGS7-Gao reg	RGS8-Gao reg	Mcl1 Bid PPI	Avidin bead fluor	Pf gametocyte	ABCG2 block	GSH fluor
CCN(C(=O)c1ccc(C(C)(C)C)cc1)c1nnc(Cn2nnc3ccccc32)s1	1	-1	94	4.6	98	97	6	5	11	7	24
O=C(/C=C/c1c(F)cccc1Cl)Nc1ncccn1	-5	6	102	0.0	103	104	-21	4	14	1	8
CCSc1nc(NCCN(C)C)c2c3c(sc2n1)COC(C)(CC)C3 (stereo not given)	·	15	105	·	?	101	-12	3	-8	·	·
O=C(N/N=C/c1ccc(OC2CSC2)cc1)c1ccccc1	-3	26	95	0.1	95	98	-3	11	·	16	31
CC(CCc1ccccc1)NC(=O)c1ccc(NC(=O)c2cccc(Br)c2)cc1 (stereo not given)	1	10	99	-3.1	96	101	-9	6	7	-13	15
Cc1nc2sc3c(c2c(=N)n1N)CCCC3	0	10	101	-0.3	?	102	-17	7	-6	0	17
CCN(CC)c1ccc(/C=C2/SC(=O)N(C(C)C)C2=O)o1	-15	-7	101	2.2	104	88	-81	6	7	6	32
CCOC(=O)c1ccc(NC(=O)CSc2nnc(COc3ccccc3OC)n2C)cc1	-1	12	100	1.2	102	98	0	8	·	5	16
COc1ccc(Nc2nc(Cl)nc(NCCO)n2)cc1	2	19	104	0.3	103	117	-10	11	2	10	13
COc1cccc(NC(=O)C(Cc2ccccc2)NC(=O)C2CCC(C)CC2)c1 (stereo not given)	-2	6	93	5.0	91	95	-12	14	11	9	22
Cc1cc(C)n(CC(O)COc2ccccc2C(=O)Nc2ccccc2)n1 (stereo not given)	-4	13	105	1.4	96	104	-17	12	9	4	7
CN(C)[C@H]1N(C(=O)c2ccc(Br)cc2)N=C2c3ccccc3S(=O)(=O)N21	0	4	113	0.6	113	108	-1	5	·	1	33
CC(=O)c1ccc(OCCCC(=O)NC2=NCCS2)cc1	0	4	97	-0.1	97	102	-38	14	-35	1	19
CCOc1ccc(S(=O)(=O)Nc2ccccc2SC)cc1	-1	-1	104	0.7	101	102	-21	44	-15	2	18
COc1ccc(-n2c(COc3ccc4ccccc4c3)nnc2SCC(=O)NCc2ccco2)cc1	3	4	101	·	100	102	-6	6	·	·	17
CCC(=O)Nc1ccc(N2CCOCC2)c(S(=O)(=O)Nc2ccc(OC)cc2)c1	0	11	104	-0.1	?	99	-24	9	11	1	15
COc1ccc(N2CCN(C(=S)Nc3cc(C)ccc3C)CC2)cc1	-2	-18	110	0.8	107	107	-13	6	·	3	24
COc1cccc(CN2CCN(c3ccc(F)cc3)C2=O)c1	5	14	101	2.9	97	98	-20	9	·	17	10
CCC(c1nnc(SCC(=O)N2CCOCC2)n1C1CCCCC1)N(C)C (stereo not given)	·	-4	103	·	?	101	-9	6	-14	·	·
Cn1c(=O)c2c(ncn2CC(=O)Nc2nc3ccc(F)cc3s2)n(C)c1=O	-4	11	104	0.2	98	107	-23	7	-11	1	9

Given field by field: 2 of the compounds above
SMILES: CN(C)[C@H]1N(C(=O)c2ccc(Br)cc2)N=C2c3ccccc3S(=O)(=O)N21
  Bim-Mcl-1: 0
  Mcl1-Noxa inh: 4
  RGS4-Gao reg: 113
  ABCB1 block: 0.6
  RGS7-Gao reg: 113
  RGS8-Gao reg: 108
  Mcl1 Bid PPI: -1
  Avidin bead fluor: 5
  Pf gametocyte: ·
  ABCG2 block: 1
  GSH fluor: 33

SMILES: CC(=O)c1ccc(OCCCC(=O)NC2=NCCS2)cc1
  Bim-Mcl-1: 0
  Mcl1-Noxa inh: 4
  RGS4-Gao reg: 97
  ABCB1 block: -0.1
  RGS7-Gao reg: 97
  RGS8-Gao reg: 102
  Mcl1 Bid PPI: -38
  Avidin bead fluor: 14
  Pf gametocyte: -35
  ABCG2 block: 1
  GSH fluor: 19

Going on with the list:
SMILES	Bim-Mcl-1	Mcl1-Noxa inh	RGS4-Gao reg	ABCB1 block	RGS7-Gao reg	RGS8-Gao reg	Mcl1 Bid PPI	Avidin bead fluor	Pf gametocyte	ABCG2 block	GSH fluor
O=C(Nc1cc(S(=O)(=O)N2CCOCC2)ccc1N1CCCC1)C1COc2ccccc2O1 (stereo not given)	·	-29	97	·	?	97	-29	3	4	·	·
CN(c1ccccn1)c1ncnc2[nH]ncc12	·	-3	102	·	?	102	-13	8	3	·	·
O=C(CSCc1c(Cl)cccc1Cl)Nc1cccnc1	3	-2	99	0.1	102	100	4	7	-39	6	18
CCOC(=O)c1cc2c(ccn2C)n1CC(=O)N1CCN(c2cccc(C(F)(F)F)c2)CC1	0	-7	100	-0.1	101	101	-39	42	-17	0	18
O=C1CC(c2ccco2)Cc2nc(N3CCN(Cc4ccc5c(c4)OCO5)CC3)ncc21 (stereo not given)	-4	11	91	-0.2	93	94	-24	12	27	-2	25
C=CCn1c(COc2ccccc2)nnc1SCC(=O)O	-8	7	103	1.0	102	103	12	34	16	25	25
Cc1cc(C(=O)OCC(=O)N2CCCC2)c2ccccc2n1	-73	-5	105	0.5	99	101	-39	10	·	1	40
CCCCCCOc1ccc(N2C(=O)CC(S/C(N)=N/N=C(\C)c3cccs3)C2=O)cc1 (stereo not given)	14	16	102	-1.4	98	100	4	13	·	-10	28
COc1ccc(NC(=O)CC2SC(=Nc3ccccc3)NC2=O)c(OC)c1 (stereo not given)	0	-13	100	-3.3	99	100	-6	3	·	-5	23
CCC(=O)NC(c1ccc(OC)c(OC)c1)c1cc(Cl)c2cccnc2c1O (stereo not given)	7	-29	96	0.3	96	100	-71	10	-1	0	26
Cn1cc(C=O)c2cc(F)ccc21	2	1	105	0.1	105	114	-14	10	·	0	12
C[n+]1cn(/N=C/c2ccccc2)c2ccccc21	-5	-7	94	0.4	95	100	-77	5	-2	1	10
COc1ccc(Cl)cc1N/C(N)=N/c1nc(C)cc(=O)[nH]1	-1	-7	101	0.4	98	100	-9	10	7	2	26
COc1ccc(SCCN2CCN(C)CCC2=O)cc1	·	-9	99	·	?	100	-100	8	·	·	·
COc1ccc(NC(=O)Cc2ccc(C)cc2)c([N+](=O)[O-])c1	0	1	101	2.3	101	100	-13	15	·	28	10
CCCC1=NN(c2ccc([N+](=O)[O-])cc2)C(=O)/C1=C\N(C)C	-5	7	103	2.0	104	104	-16	7	-3	24	9
CC(=O)Nc1ccn(-c2ccccc2)n1	-2	4	99	-0.2	100	100	-11	32	-20	3	22
COc1ccc(NC(=S)NCCc2ccc(F)cc2)c(OC)c1	-5	11	88	-1.8	92	66	-52	2	-7	-8	9
CN1CCN(c2ccccc2/C=N/NC(=O)c2cccnc2)CC1	·	32	104	·	?	101	6	4	17	·	·
CCCCn1c(=O)n(CC(=O)NCc2ccc(C)cc2)c(=O)c2c1nc(CO)n2CCC	0	4	100	0.5	103	100	-26	6	·	3	18
COc1c(F)c(F)c(C(=O)O)c(Nc2ccc(C)cc2C)c1F	2	11	100	0.6	107	101	-33	25	18	1	9
CCCCn1c2ccccc2c2nnc(SCC(=O)NC3=NN=C(c4ccccc4)CS3)nc21	14	-9	91	0.8	92	95	-52	5	·	5	8
COc1ccc(Cl)cc1NC(=O)NCc1ccco1	-1	-10	106	1.3	105	102	-65	8	-37	7	13
CCOC(=O)c1ccc(NC(=O)C2(c3ccccc3)CCOCC2)cc1	2	18	102	0.4	103	101	1	24	·	1	22
CCCCNC(=O)CS(=O)Cc1nc(-c2ccc(C)cc2)oc1C (stereo not given)	0	1	108	0.7	103	103	-11	6	·	1	24
O=C(CN1CCc2ccccc21)NC(=O)NCc1ccccc1	0	-6	101	0.5	100	99	-35	19	-4	2	12
Cc1ccc(C(=O)C(C)Oc2cccc(NC(=O)c3ccco3)c2)cc1 (stereo not given)	-3	-6	105	0.9	105	108	5	23	5	6	11
Cc1ccc2cccc(OCC(=O)N3CCc4ccccc43)c2n1	1	8	102	-1.3	103	101	-10	8	0	13	12
CCOC(=O)C1=CN(c2cccc(F)c2)C=C(C(=O)OCC)C1c1cc(OC)c(O)c([N+](=O)[O-])c1	-1	20	101	6.3	102	101	3	13	·	6	28
COc1ccc(C(C)=O)c(Oc2nc(CN3CCOCC3)nc3scc(-c4cccs4)c23)c1	-2	-7	95	1.1	91	95	-33	9	·	4	9
COc1ccc(C(=O)CNC2=NCCC2)cc1	1	-2	97	-0.1	85	103	6	9	-1	-1	15
NNC(=O)COc1ccccc1F	47*	9	106	-0.2	102	103	3	12	·	9	18
CC(=O)c1ccc(NC(=O)C(C)N(C)CC(=O)Nc2ccc(Cl)cc2)cc1 (stereo not given)	0	16	98	0.6	102	101	-19	12	-8	2	64
COc1ccc(-c2nnc(SCc3cccnc3)o2)cc1	-1	-7	96	0.6	98	99	0	23	·	3	17
COc1ccccc1NC(=O)CSc1ccc2nnc(-c3cccnc3)n2n1	6	4	101	1.8	99	100	-27	6	·	15	12
CCC(C)c1c(O)nc(SCC(=O)Nc2ccccc2)[nH]c1=O (stereo not given)	1	11	102	0.0	104	100	-40	7	·	0	5
